Bioassay records: PubChem BioAssay, National Center for Advancing Translational Sciences (NCATS)
ERG-DNA inh = ERG Ets/DNA interaction inhibition | P11308 | 370,000 tested, 0.028% active | fluorescence polarization, His-ERG Ets domain / labelled DNA | Potency, µM (series often up to 76.9 µM), without a hit: top-dose FP activity, negative = inhibition, actives largely listed as inhibitors; active = well fitted inhibition curve with a large enough effect in the polarisation, with a control signal flat; inconclusive = small, poorly fitted or top-dose-only effect, or effect the other way, or a change in a side signal; inactive = no such curve, though single readings can be large or run the other way; the % refers to the polarisation;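 also: polarization taken with two DNA probes labelled with fluorescein and Texas red; potency is read from the fitted curve at half-maximal effect; % of control where 0% means no effect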
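His-tagged ERG Ets domain (1 uM in the protein solution; 300mM KCl, 50mM Tris-HCl, 1mM EDTA, 1mM DTT, pH 7.5) received compound, then a probe mix of 5 nM fluorescein-DNA and 100nM Texas-615-DNA. Fluorescence polarization was read for both dyes.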
BAZ2B inh = blocks human BAZ2B | Q9UIF8 | AlphaScreen BAZ2B-H3K14Ac peptide displacement | Potency, µM (titrated, usually from 114 µM), for inactives: at the highest dose activity change, negative = inhibition, hits mostly inhibitors | 360,000 tested, 4.4% active | AID 504333; also: potency is read from the fitted curve at half-maximal effect; % is scaled to controls: 0 for no effect and ±100 for the full control effect; nearly all actives have a fitted effect of over 60% in size
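AlphaScreen displacement: compounds (up to 110uM) incubated 30 min at room temperature with a preformed 50 nM BAZ2B/50 nM biotinylated H3K14Ac peptide complex in PBS pH 7.4 with Tween-20. Donor and acceptor beads at 10 ug/mL final added, 20 min light-protected before reading.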
PGK inhibitor = inhibitors of T. brucei phosphoglycerate kinase. P07378. PGK/GAPDH coupled, Kinase-Glo luminescence, 60 min. Potency, µM (highest dose often 57.5 µM), inactives show at the top dose activity change, negative = inhibition, most hits filed as inhibitors. 380,000 tested, 0.043% active. AID 602233; also: potency is read from the fitted curve at half-maximal effect; % is scaled to controls: 0 for no effect and ±100 for the full control effect; nearly all actives have a fitted effect of over 60% in size
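Luminescent ATP detection (Kinase-Glo Plus) follows a 60-minute room-temperature incubation, with wells lacking PGK as controls. Buffer: 100 mM TEA (pH 7.6), 5 mM MgCl2, 0.01% Tween-20. Coupling enzyme GAPDH (100 nM final) supplies unstable 1,3-BPG in-well.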
Pin1 inh = human Pin1 inhibition. Pin1 FP peptide displacement, HiFluor488, 10 min. 390,000 tested, 0.009% active. Potency, µM (doses to about 115 µM), for the others: top-dose activity, negative = inhibition, most hits filed as inhibitors. AID 504891. Q13526; active = well fitted inhibition curve with a large enough effect in the polarisation, with a control signal flat, not every such curve was filed as active; inconclusive = small, poorly fitted or top-dose-only effect, or effect the other way, or a change in a side signal; inactive = no such curve, though single readings can be large or run the other way; the % refers to the polarisation; also: potency is read from the fitted curve at half-maximal effect; % is scaled to controls: 0 for no effect and ±100 for the full control effect
PI4K2A inh = inhibitors of human PI4K2A | Q9BTU6 | purified PI4K2A, ADP-Glo luminescence, 1 h; stronger effect = lower value | activity change, negative = inhibition, % at 76.9 µM | 420,000 tested, 0.13% active | AID 1346378; in the data active = activity change below about -50%; inconclusive = mostly about -30% to -49%;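 also: -100% = wells without enzyme as full effect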
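ADP-Glo luminescence measured ADP generated by PI4K2A enzyme (4 ug/mL before mixing) with 1.2 mM PI substrate (pre-mix) and 300 microM ATP (pre-mix). Tris pH7.5 buffer with MgCl2, Triton X-100; 1 h reaction at ambient temperature.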
G9a inh = G9a (human) methyltransferase inhibition | 350,000 tested, 8.8% active | AID 504332 | G9a H3K9 monomethylation, AlphaScreen, 2 h | Q96KQ7 | Potency, µM (highest dose often 102 µM), for inactives: at the highest dose activity, negative = inhibition, usual class: inhibitors; also: potency is read from the fitted curve at half-maximal effect; % is scaled to controls: 0 for no effect and ±100 for the full control effect; nearly all actives have a fitted effect of over 75% in size
Target sequence (Q96KQ7 913-1193 limits assumed): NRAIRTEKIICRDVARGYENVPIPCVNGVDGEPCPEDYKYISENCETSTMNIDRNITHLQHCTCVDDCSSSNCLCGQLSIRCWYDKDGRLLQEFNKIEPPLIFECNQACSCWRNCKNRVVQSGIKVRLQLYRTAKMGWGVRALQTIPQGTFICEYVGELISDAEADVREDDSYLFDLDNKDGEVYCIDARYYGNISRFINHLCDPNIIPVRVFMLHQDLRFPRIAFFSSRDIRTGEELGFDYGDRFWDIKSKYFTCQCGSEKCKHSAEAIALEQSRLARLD
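AlphaScreen read-out: biotin-H3K9 peptide (500 nM) methylation by 20 nM enzyme with 20 uM SAM, 2 h at room temperature after 15 min compound preincubation; anti-monomethyl H3K9 antibody plus donor/acceptor beads, 10 min dark.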
JMJD2A Tudor inh = JMJD2A Tudor domain (human) inhibition | O75164 | AlphaScreen JMJD2A-Tudor / H3K4me3 peptide binding | Potency, µM (series often up to 114 µM), for the others: top-dose activity change, negative = inhibition, most hits filed as inhibitors | 390,000 tested, 4.4% active; also: potency is read from the fitted curve at half-maximal effect; % is scaled to controls: 0 for no effect and ±100 for the full control effect; nearly all actives have a fitted effect of over 50% in size
GLS inh = blocks human kidney-isoform glutaminase activity | O94925 | GLS enzymatic activity, qHTS titration | Potency, µM (series often up to 45.5 µM), for the others: at the top dose activity change, negative = inhibition, most hits filed as inhibitors | 410,000 tested, 0.21% active | AID 624170; also: potency is read from the fitted curve at half-maximal effect; % is scaled to controls: 0 for no effect and ±100 for the full control effect
Target sequence (O94925 whole entry, looked up, canonical isoform): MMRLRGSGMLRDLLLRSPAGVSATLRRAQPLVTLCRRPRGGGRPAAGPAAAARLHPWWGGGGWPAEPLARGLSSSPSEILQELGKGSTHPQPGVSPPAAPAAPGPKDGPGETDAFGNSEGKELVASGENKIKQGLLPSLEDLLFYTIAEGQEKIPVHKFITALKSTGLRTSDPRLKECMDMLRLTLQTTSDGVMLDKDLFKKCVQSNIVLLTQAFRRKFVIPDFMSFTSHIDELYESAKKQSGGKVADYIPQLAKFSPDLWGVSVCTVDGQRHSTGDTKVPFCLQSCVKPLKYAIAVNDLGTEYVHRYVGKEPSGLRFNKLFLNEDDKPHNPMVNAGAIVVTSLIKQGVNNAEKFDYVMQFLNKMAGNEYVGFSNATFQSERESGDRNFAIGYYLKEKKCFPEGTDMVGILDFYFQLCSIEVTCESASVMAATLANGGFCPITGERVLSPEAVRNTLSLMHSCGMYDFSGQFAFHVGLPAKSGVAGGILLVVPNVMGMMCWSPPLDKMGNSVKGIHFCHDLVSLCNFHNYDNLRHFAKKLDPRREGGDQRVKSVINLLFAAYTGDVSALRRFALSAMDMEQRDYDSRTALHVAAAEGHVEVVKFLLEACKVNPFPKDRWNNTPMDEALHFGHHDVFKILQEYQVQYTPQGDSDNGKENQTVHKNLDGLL
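Read-out is an Amplex red fluorescence increase coupled through glutamate oxidase and HRP, measured before and after 30 min room-temperature incubation. hKGA is in 45 mM KH2PO4 (pH 8.2) with 0.02% Tween-20; glutamine added as 1mM solution.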
HP1b binding inh = blocks HP1-beta chromodomain binding to methylated histone tails; AlphaScreen HP1-beta / biotin-H3K9me3 peptide binding; 390,000 tested, 0.56% active; Potency, µM (highest dose often 114 µM), for inactives: at the highest dose activity change, negative = inhibition, hits mostly inhibitors; also: potency is read from the fitted curve at half-maximal effect; nearly all actives have a fitted effect of over 70% in size; inactives centre near 23
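HP1-beta protein (50 nM final) preincubated 30 min at room temperature with biotinylated H3(1-18)K9me3 peptide (50 nM) in PBS pH 7.4, 0.01% Tween-20, then compound added for 30 min. AlphaScreen streptavidin donor/nickel chelate acceptor beads (10 ug/mL final), 30 min dark, luminescence read.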
Numbers without * were called inactive; i = inactive; ? = inconclusive; · = no result given; & = joins results of further samples; [ ] = another dose, or the depositor's remark. Unless noted, calls follow the shape of the dose curve; as a rule, active = well fitted curve in the direction sought with a large enough effect; inconclusive = small, poorly fitted or top-dose-only effect, or another doubt; inactive = no such curve, though single readings can be large; an effect the other way counts as inactive or inconclusive.

SMILES	ERG-DNA inh	BAZ2B inh	PGK inhibitor	Pin1 inh	PI4K2A inh	G9a inh	JMJD2A Tudor inh	GLS inh	HP1b binding inh
O=C1C(Oc2ccc(Cl)cc2)C(c2ccc3c(c2)OCO3)N1CC1CCCO1 (centres undefined)	7%	-37%	·	1%	-3	-2%	-12%	14%	44%[activator]
CCN(CC(=O)Nc1ccc(OC)cc1)C(=O)c1ccc2[nH]c3c(c2c1)CC(C)CC3 (centres undefined)	-8%	?	-10%	6%	-6	-5%[2.33 µM]	?	6%	-8%
COc1cc(NS(=O)(=O)c2ccc(NC(C)=O)cc2)nc(OC)n1	-8%	-5%	-2%	-7%	-7	3%[59 µM]	5%	0%	34%
Cc1ccc(NC(=O)Cn2c(=S)[nH]c3ccccc32)cc1	0%	0%	-2%	8%	-1	3.5µM*	-2%	-16%	?
COc1cc(C(=O)NCC(C)C)cc(OC)c1OC	-5%	-4%	0%	3%	0	11%	-15%	15%	21%
COc1ccccc1NC(=O)C1CCCN(c2cc(C)nc3ncnn23)C1 (centres undefined)	0%	2%	-10%	2%	-2	20%[59 µM]	-2%	-6%	23%
COc1ccccc1NC(=O)c1nn(-c2ccc(OC(F)(F)F)cc2)ccc1=O	6%	7%	12%	-4%	1	6%[59 µM]	-18%[11.4 µM]	0%	16%
CCOC(=O)/C(C#N)=C/c1cc2ccccc2nc1Cl	3%	?	-8%	18%	20	3%[59 µM]	?	-7%	-22%
CS(=O)(=O)N(CC(=O)N1CCN(Cc2ccccc2)CC1)c1ccccc1F	8%	11%	0%	-4%	0	·	-17%	3%	48%[activator]
CCC1(C)Cc2c(sc3nc(SCC(=O)c4ccccc4)[nH]c(=O)c23)CO1 (centres undefined)	-5%	-2%	i	-8%	2	·	-40%	3%	-16%
Cc1ccc(-c2nnc(Oc3ccc(NC(=O)c4ccccc4)cc3)c3ccccc23)cc1	·	-5%	3%	-4%	0	2%[59 µM]	-14%	3%	14%
C=CCN(CC=C)S(=O)(=O)c1ccc(C(=O)Nc2nc3c(s2)CCc2ccccc2-3)cc1	-1%	3%	-8%	2%	-1	-9%[59 µM]	-21%	8%	20%
COc1ccc(CN(C)C(=O)c2ccc3c(=O)n4c(nc3c2)CCC4)c(OC)c1	-3%	3%	-4%	-2%	5	5%[12.7 µM]	-27%	0%	4%
CCCCCCCCOC(=O)C[N+](C)(C)C/C=C(/C)Cl	-5%	-5%	-6%	-4%	-1	-38%	12%	-9%	55%[activator]
CS(=O)(=O)c1ccc(Cl)c(NC(=O)COC(=O)c2ncc(Cl)c(Cl)c2Cl)c1	3%	-3%	4%	-4%	2	?	-9%	18%	7%
CCC(C)C(=O)Nc1nc(C)c(-c2csc(Nc3ccccc3OC)n2)s1 (centres undefined)	0%	?	-8%	32%[activator]	-1	?	?	13%	-3%
O=C1CC(N2CCN(C3CCc4ccccc4C3)CC2)C(=O)N1c1ccccc1 (centres undefined)	7%	·	-4%	12%	1	·	-10%	-4%	23%
C=CCn1c(SCC(=O)NC2CC2)nnc1-c1cccc(OC)c1	11%	-9%	-3%	-5%	1	-1%	-16%	1%	30%
O=C(Nc1nc2c(Cl)cccc2s1)C1CC1	-3%	-7%[57.1 µM]	-3%	-2%	-5	21%	8%	0%	20%
COC(=O)C(C)n1cnc2c(nnn2-c2cccc(Cl)c2)c1=O (centres undefined)	8%	4%	9%	-3%	4	-1%	1%	8%	41%[activator]
COc1cc(=O)n(C)c2c(OCC(O)C(C)(C)O)cccc12 (centres undefined)	7%	-1%	-5%	-1%	-5	-33%[59 µM]	1%	-1%	43%[activator]
CCS(=O)(=O)N1CCN(C(=O)c2cccc3ccccc23)CC1	3%	-3%	5%	-1%	-4	7%[0.501 µM]	-10%	2%	18%
CCCCCC[C@@H]([C@@H](C)O)n1cnc2c(N)ncnc21	0%	·	12%	3%	-11&-3	23%[12.7 µM]	-25%	2%	37%[activator]
COc1ccc(C(=O)c2c(C)oc3ccc(O)cc23)cc1	-3%	-2%	-7%	-1%	1	-5%	-21%	16%	23%
CCOC(=O)c1c(NC(=O)c2c(C(=O)O)cccc2[N+](=O)[O-])sc2c1CCCC2	-1%	-24%	-10%	?	2	8.9µM*	?	?	?

Other records follow:
SMILES	ERG-DNA inh	BAZ2B inh	PGK inhibitor	Pin1 inh	PI4K2A inh	G9a inh	JMJD2A Tudor inh	GLS inh	HP1b binding inh
CC(C)(C)OC(=O)N1CCC(c2c(C(=O)NCc3ccccc3)cnn2-c2ccccc2)CC1	9%	6%[57.1 µM]	i	-17%	0	-27%[59 µM]	-12%	-2%	36%
COc1ccc(N2CCN(C(=O)COC(=O)c3c(-c4ccccc4)noc3C)CC2)cc1	4%	?	i	3%	-2	?	?	30%[activator]	6%
CC(=O)Nc1cccc(C(=O)O)n1	1%	22µM*	-8%	-11%	5	8.9µM*	?	1%	14%
O=C(O)C1CCCCC1C(=O)Nc1ccc2c(c1)OCO2 (centres undefined)	0%	1%	2%	-9%	1	20%	-10%	1%	21%
CCOC(=O)c1ccccc1NC(=O)N1CCn2c(C)ccc2C1CC (centres undefined)	-3%	-11%	-3%	?	5	22µM*	-17%	-8%	29%
NC(=O)N/N=C/c1sc(=O)n(-c2ccccc2)c1Cl	0%	-20%	-5%	?	3	-35%	-7%	-2%	26%
CCN1CCN(C(c2ccccc2)c2sc3nc(-c4ccco4)nn3c2O)CC1 (centres undefined)	8%	2%	·	-4%	15	-20%[59 µM]	-13%	2%	41%[activator]
CC(C)[C@H](NC(=O)N1CCn2c1nc1ccccc12)C(=O)NCCc1ccccc1	20%	3%	i	1%	0	-34%	-7%	-4%	40%[activator]
NC(=O)Nc1ccccc1C(=O)Nc1ccc2ccccc2c1	8%	-1%	5%	0%	3	-6%	-22%	-1%	18%
Cc1ccc(C2C(=O)N(C3CCCCCC3)CC(=O)N2CCC2=CCCCC2)cc1 (centres undefined)	4%	1%	4%	5%	2	-7%[59 µM]	-5%	4%	48%[activator]
O=C(CCCn1c(=O)[nH]c2ccccc2c1=O)NC1CCCCCC1	-1%	-1%	-6%	2%	0	2%[59 µM]	-9%	-6%	25%
Cc1cc(C)cc(OCC(=O)OCC(=O)c2c(N)n(C)c(=O)n(C)c2=O)c1	-3%	4%	-8%	-1%	6	-6%[59 µM]	-10%	-14%	27%
O=C(COc1ccc2cc(-c3ccccc3)c(=O)oc2c1)NCC1CCC(C(=O)O)CC1 (centres undefined)	-2%	4%	-4%	-3%	3	?	-16%	12%	11%
Cc1ccc(NC(=O)Cn2nnc(C(=O)NCc3ccc(Cl)cc3)c2N)cc1F	6%	0%	1%	2%	7	26%[59 µM]	-12%	-9%	39%
CC1CCCC(C)N1/N=C/c1ccc([N+](=O)[O-])cc1 (centres undefined)	-22%	40µM*	i	1%	3	-39%[2.33 µM]	35µM*	3%	?
Cc1cc(C)n2nc(C(=O)N/N=C/c3cn(C)nc3C)nc2n1	6%	?	-9%	2%	5	16%	-17%	0%	24%
CCc1cccc2c(-c3ccccc3)nc(SCC(=O)Nc3ccccc3)nc12	-10%	-2%	-6%	-1%	5	-1%[59 µM]	-17%	-18%	26%
O=C(CSc1nnc(-c2ccccc2)n1-c1ccc(Cl)cc1)N/N=C/c1ccccc1C(=O)O	-8%	-10%	-1%	-9%	-3	·	-6%[11.4 µM]	1%	-13%
CC(=Nc1ccccc1C)C1=C(O)CSC1=O	·	-7%	-5%	?	-6	?	1%	-12%	17%
O=C(COc1ncnc2ccc(Br)cc12)NCc1ccc2c(c1)OCO2	0%	0%	9%	19%	3	?	-5%	8%	15%
N#Cc1c(N)nc(SCc2ccccc2)c(C#N)c1-c1ccco1	·	7%	-5%	37%[activator]	-2	-6%	-3%	2%	58%
COc1ccc(NC(=O)CSc2nnc(Cn3c(=O)sc4ccccc43)n2C)cc1	-6%	-2%	11%	-2%	-2	3%[59 µM]	-4%	0%	55%[activator]
COc1nc(NCCN2CCOCC2)nc(Nc2ccccc2)n1	3%	4%	0%	-4%	-2	1%[12.7 µM]	-10%[11.4 µM]	-11%	61%[activator]
O=C1NC(=O)c2c(NC(=O)C3CCCO3)cccc21 (centres undefined)	0%	9%	-9%	2%	-11	-1%[59 µM]	-7%	-7%	28%
Cc1ccccc1CN1[C@@H](Cc2ccccc2)COCCS1(=O)=O	1%	·	-7%	-2%	-4	·	-7%	2%	53%[activator]
CC(=O)c1cc(-c2ccccc2)n(CC(=O)NCc2cccs2)c1C	-12%	4%	-7%	21%	4	73%[activator]	-13%	15%	20%
CCOC(=O)c1ccc(N2C(=O)C(CC(=O)NC)N(CCc3ccc(OC)c(OC)c3)C2=S)cc1 (centres undefined)	-4%	-14%	i	0%	-4	33%[activator][12.7 µM]	-17%	1%	-13%
CCOC(=O)N/N=C\c1ccc(OC/C=C/c2ccccc2)c(OC)c1	-12%	-5%	2%	13%	2	30%	-15%	-6%	46%[activator]
